Assay outcomes as filed in PubChem BioAssay.
UPR CHOP act: activators of apoptotic arm of unfolded protein response (CHOP) | CHO-CHOP luciferase reporter, UPR activation, luminescence; percent of tunicamycin response over DMSO baseline | activation, % at 10 µM | 330,000 tested, 0.34% active | AID 449763;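 active means at 10 µM dose, activation of 40% or more, normalized to positive control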;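 further: 100% = tunicamycin at 10 µg/mL and 0% = DMSO alone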
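measured by = luciferase luminescence | assay system = CHO-CHOP cells, stable luciferase reporter of PERK-eIF2a-CHOP signalling | amount = 500 reporter cells seeded per well | timing = 6 h compound exposure at 37 °C after overnight seeding | controls = positive tunicamycin 10 µg/mL, negative DMSO alone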
CXCR6 inh: CXCR6 (human) receptor inhibition; O00574; CHO-K1 PathHunter CXCR6 beta-arrestin, luminescence; inhibition, % at 20 µM; 360,000 tested, 0.36% active; AID 602244; in the data active means inhibition above about 34%, passing the limit was not always enough;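 further: antagonist mode with CXCL16 agonist at 10 nM final; 0% = 10 nM CXCL16 with DMSO and 100% = unstimulated wells without agonist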
Target sequence (O00574 whole entry, looked up): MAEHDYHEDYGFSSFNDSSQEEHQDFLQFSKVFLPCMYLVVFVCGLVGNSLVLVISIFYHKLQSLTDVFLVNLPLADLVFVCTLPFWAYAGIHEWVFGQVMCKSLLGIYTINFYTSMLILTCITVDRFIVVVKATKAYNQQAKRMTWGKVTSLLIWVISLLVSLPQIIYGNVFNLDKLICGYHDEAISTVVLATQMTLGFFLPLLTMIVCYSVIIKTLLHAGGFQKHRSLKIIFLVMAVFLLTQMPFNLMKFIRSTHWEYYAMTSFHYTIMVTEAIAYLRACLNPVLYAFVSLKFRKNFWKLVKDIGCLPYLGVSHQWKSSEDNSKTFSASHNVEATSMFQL
Jurkat NFkB inh: lowers PMA/ionomycin-induced NF-kB signal in Jurkat cells. 330,000 tested, 0.53% active. PMA/ionomycin-induced NF-kB luciferase reporter, luminescence. inhibition, % at 4 µM; in the data active means inhibition above about 50%
UPR XBP1 act: activators of adaptive arm of unfolded protein response (XBP1); 330,000 tested, 0.33% active; activation, % at 20 µM; CHO-XBP1 luciferase reporter, IRE1-XBP1 UPR activation, luminescence; percent of tunicamycin response, DMSO as zero;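 active means versus positive control, 20 µM dose yields 30% or more activation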;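 further: 100% = tunicamycin at 10 µg/mL and 0% = DMSO only wells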
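Assay system: CHO-XBP1 luciferase reporter cells; Schedule: 6 h treatment, 37 °C; Detection: glow luminescence from Steady-Glo reagent; Benchmarks: high control tunicamycin 10 µg/mL final, low control DMSO vehicle only.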
CCR6 antag: blocks CCL20-driven beta-arrestin recruitment at human CCR6; P51684; CHO-K1 CCR6 PathHunter beta-arrestin, luminescence, CCL20-stimulated; inhibition, % at 20 µM; 340,000 tested, 0.49% active;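 active means compounds whose inhibition of the agonist-driven luminescence signal at 20 µM reaches about 50%, limit read from the data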;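 further: cells stimulated with CCL20 at 14 nM final; plate controls were DMSO with CCL20 for no effect and DMSO without agonist for full effect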
Target sequence (P51684 whole entry, looked up): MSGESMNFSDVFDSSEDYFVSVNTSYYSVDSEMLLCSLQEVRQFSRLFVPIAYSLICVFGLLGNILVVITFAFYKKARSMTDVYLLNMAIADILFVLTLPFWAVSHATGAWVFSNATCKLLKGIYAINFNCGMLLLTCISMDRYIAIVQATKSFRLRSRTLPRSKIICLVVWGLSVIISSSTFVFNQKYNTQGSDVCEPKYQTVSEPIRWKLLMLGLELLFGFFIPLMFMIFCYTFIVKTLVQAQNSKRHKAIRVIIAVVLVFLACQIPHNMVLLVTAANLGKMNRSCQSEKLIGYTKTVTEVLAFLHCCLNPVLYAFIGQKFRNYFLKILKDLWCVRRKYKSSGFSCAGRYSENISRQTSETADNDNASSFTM
697 NFkB inh: inhibitors of the PMA/ionomycin-induced NF-kB reporter in 697 B cells; 697 B-cell NF-kB luciferase reporter, 16 h; inhibition, % at 4 µM; 330,000 tested, 0.33% active; in the data active means inhibition above about 35%
Mdm2-MdmX inh: disrupts the human Mdm2-MdmX interaction. inhibition, % at 8 µM. AID 485346. O15151+Q00987. 330,000 tested, 3% active. SaOS-2 split-luciferase Mdm2/MdmX complementation, luminescence;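 active means inhibition of at least 50% at 8 µM in the primary screen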
Gli-Sufu block: antagonists of Gli-Sufu signaling; 340,000 tested, 0.74% active; Sufu-KO-LIGHT fibroblasts, Gli luciferase reporter luminescence; inhibition, % at 5 µM;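 active means inhibition above about 55%, limit read from the data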;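 further: 0% = DMSO-treated cells and 100% = wells with medium but no cells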
EBI2 block: antagonists of human EBI2 receptor; inhibition, % at 5 µM; P32249; EBI2 beta-arrestin recruitment, luminescence, 7a,25-OHC stimulated; 360,000 tested, 0.81% active; in the data active means inhibition above about 38%;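 further: enzyme fragment complementation signal reports receptor beta-arrestin coupling in cells; 0% = agonist plus DMSO wells and 100% = wells without agonist; some results beyond the cut were filed as inactive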
* = called active by the depositor; . = not tested or not shown.

SMILES	UPR CHOP act	CXCR6 inh	Jurkat NFkB inh	UPR XBP1 act	CCR6 antag	697 NFkB inh	Mdm2-MdmX inh	Gli-Sufu block	EBI2 block
CCOC(=O)C1C(=O)CC(C)(O)C(C(=O)OCC)C1c1cccc(OC)c1 (stereo unspecified)	-2.6	-2	-4	-2	7	14	12	-1	-5
Cc1nc2cc(NC(=O)Nc3cccc4ccccc34)ccc2n1C	5.5	-1	-91	-1	6	-131	-125	-72	-38
CCOC(=O)Cc1csc(NC(=O)c2cccc([N+](=O)[O-])c2)n1	0.1	-2	1	2	17	3	16	4	11
COc1ccc(S(=O)(=O)NCC2CCC(C(=O)O)CC2)cc1 (stereo unspecified)	1.8	-18	-8	1	11	9	-23	9	-3
Cc1cc(F)ccc1NCc1ccccc1[N+](=O)[O-]	-1.7	-5	-1	-1	15	-3	24	-4	-3
O=C(CSc1nnc(NC(=O)c2c(F)cccc2F)s1)NC1CCCC1	1.4	9	10	2	-13	11	-13	-7	-16
COc1ccc(C(C)NC(=O)c2ccccc2Br)cc1OC (stereo unspecified)	0.3	-12	6	2	11	11	22	-22	-3
O=[N+]([O-])c1cccc(CSc2ncnc3ccccc23)c1	0.8	3	-7	3	15	9	7	-19	6
COc1ccc(C(C)=O)cc1COC(=O)CCC(=O)c1cccs1	0.3	-2	-10	-3	5	-1	26	0	2
N#Cc1ccc(NC(=O)c2cc(-c3cccs3)on2)cc1	0.0	-9	0	1	-7	14	5	24	-11
O=S1(=O)CCC(SCc2nc3sccn3c2Br)C1 (stereo unspecified)	-0.2	-3	-7	-3	4	21	2	-4	-2
CC(C)=CCC/C(C)=C/CNC(=O)C[C@H]1C[C@H](C(=O)N(C(C)C)C(C)C)[C@@]2(C)c3[nH]c4ccc(Cl)cc4c3CCN2C1=O	4.7	-1	.	11	4	4	51*	0	1

The list goes on, overlapping the part above by seven compounds.
SMILES	UPR CHOP act	CXCR6 inh	Jurkat NFkB inh	UPR XBP1 act	CCR6 antag	697 NFkB inh	Mdm2-MdmX inh	Gli-Sufu block	EBI2 block
O=C(CSc1nnc(NC(=O)c2c(F)cccc2F)s1)NC1CCCC1	1.4	9	10	2	-13	11	-13	-7	-16
COc1ccc(C(C)NC(=O)c2ccccc2Br)cc1OC (stereo unspecified)	0.3	-12	6	2	11	11	22	-22	-3
O=[N+]([O-])c1cccc(CSc2ncnc3ccccc23)c1	0.8	3	-7	3	15	9	7	-19	6
COc1ccc(C(C)=O)cc1COC(=O)CCC(=O)c1cccs1	0.3	-2	-10	-3	5	-1	26	0	2
N#Cc1ccc(NC(=O)c2cc(-c3cccs3)on2)cc1	0.0	-9	0	1	-7	14	5	24	-11
O=S1(=O)CCC(SCc2nc3sccn3c2Br)C1 (stereo unspecified)	-0.2	-3	-7	-3	4	21	2	-4	-2
CC(C)=CCC/C(C)=C/CNC(=O)C[C@H]1C[C@H](C(=O)N(C(C)C)C(C)C)[C@@]2(C)c3[nH]c4ccc(Cl)cc4c3CCN2C1=O	4.7	-1	.	11	4	4	51*	0	1
CCOc1ccc2[nH]c(=O)c(=O)[nH]c2c1	-0.8	-2	-7	0	-11	-22	19	-2	-3
CC(C)c1ccc(NC(=O)CCS(=O)(=O)c2cccc3nonc23)cc1	3.8	-8	7	-2	12	-3	4	-17	-1
CCCCCCCC[n+]1c(C)n(-c2ccccc2)c2ccc(NC(C)=O)cc21	-0.6	3	11	2	17	-49	-6	76*	0
O=C1[C@H]2[C@@H](c3ccc(Cl)cc3)N3C(=O)N(c4cccc(F)c4)C(=O)[C@@]3(Cc3ccc(Cl)cc3)[C@H]2C(=O)N1C1CCCCC1	0.8	-2	-12	2	5	7	29	-34	-4
O=C(CSc1nnc(COc2cccc3cccnc23)o1)c1ccc(F)cc1	-2.0	5	19	-4	-3	18	15	-1	-1
CN(Cc1ccccc1)S(=O)(=O)c1ccc(NS(C)(=O)=O)cc1	-0.1	-4	-8	2	-1	-15	12	3	0
COc1ccccc1CC(=O)NNC(=O)c1ccco1	2.1	13	6	-2	3	13	17	-1	11
CCS(=O)(=O)N1Cc2ccccc2CC1C(=O)Nc1ccc(NC(C)=O)cc1 (stereo unspecified)	1.0	-4	7	-1	2	-47	-1	3	-6
O=C(NNC(=O)c1ccccc1-n1cccc1)c1cccc(Cl)c1	2.2	-14	2	4	-6	-5	4	0	-6
Cc1c(C(=O)NCc2ccccn2)oc2c(Cl)cccc12	4.0	-6	-7	0	5	-4	6	-1	-4
O=C(NCc1cccnc1)C1CCCCN1S(=O)(=O)c1ccc(F)cc1 (stereo unspecified)	-1.2	2	21	2	1	10	-3	8	-1
COc1ccc(NC(=O)C2CCCN(S(=O)(=O)c3c(C)n[nH]c3C)C2)cc1OC (stereo unspecified)	-0.1	-1	10	-5	2	10	22	1	12
O=C(C1CCCN(S(=O)(=O)c2cccc3nonc23)C1)N1CCN(c2ccccc2)CC1 (stereo unspecified)	-0.2	-1	-39	-3	0	-27	-10	10	5
CCc1ccc(Nc2nc(C)cc(C)n2)cc1	8.9	-4	-85	5	12	-108	-34	-3	16
CCS(=O)(=O)N1CCC(N2CCC(C)CC2)CC1	-0.5	-6	-2	-2	11	17	-25	6	5
O=C(/C=C/c1ccccc1Cl)NCCN1CCOCC1	0.8	-7	-10	-2	9	-4	-7	-20	-2
CCN(CC(=O)Nc1ccc(S(=O)(=O)N2CCCC2)cc1)CC(=O)Nc1cccc(OC)c1	-1.1	4	-20	-1	15	-18	7	2	-7
O=[N+]([O-])c1ccc(N2CCN(CC(O)COc3ccccc3)CC2)cc1 (stereo unspecified)	-2.4	-1	-3	-3	26	-1	14	51	28
CCOC(=O)C(=CNc1ccc(NC2=NCC(C)S2)cc1)C(=O)OCC (stereo unspecified)	.	0	.	.	-18	.	.	22	-53
Cc1cc(C)c(S(=O)(=O)N(C)CC(=O)NCc2ccncc2)c(C)c1	-0.7	9	5	-1	-13	10	3	14	6
O=C(Cc1ccc([N+](=O)[O-])cc1)NCC1CCCO1 (stereo unspecified)	0.6	1	4	-1	1	9	17	-6	-5
COc1ccc2[nH]c(=O)c(C(c3nnnn3C(C)(C)C)N(Cc3ccco3)CC3CCCO3)cc2c1 (stereo unspecified)	2.6	4	14	-1	21	-3	4	5	-2
CC(=O)Nc1ccc(S(=O)(=O)NC2(C(F)(F)F)C(=O)Nc3c2c(=O)[nH]c(=O)n3C)cc1 (stereo unspecified)	-0.1	-1	-5	-3	-5	23	-23	0	-2
COc1ccc(CCNC(=O)C(CC(C)C)NC(N)=O)cc1 (stereo unspecified)	0.1	0	-3	-1	10	-15	-12	-4	5
O=C(c1ccc(Cl)cc1)c1oc2ccccc2c1CS(=O)c1ccccc1 (stereo unspecified)	0.7	12	-9	-2	-3	13	-7	0	36
Cc1cc2oc(=O)cc(Cn3ccnc3)c2cc1C	-0.6	-2	-15	3	-14	12	5	5	9
CCOc1ccccc1C(=S)NC1CCCCC1	0.3	7	5	-2	5	-7	1	15	-6
COc1cc([C@H]2OC[C@H]3[C@@H]2CO[C@H]3c2ccc(O)c(OC)c2)ccc1O	-1.2	-2	0	-1	11	7	14	2	4
Cc1ccc(C(O)P(=O)(OC2CCCCC2)OC2CCCCC2)cc1 (stereo unspecified)	1.1	-3	4	1	-5	3	16	1	10
Cc1c(-c2nc(N)nc(Nc3ccccc3)n2)oc2ccccc12	6.0	-3	-133	6	2	-202	-133	4	13
O=C(CN1C(=O)c2ccccc2S1(=O)=O)NCc1ccco1	-1.7	-6	11	-2	7	8	-8	1	-7
CCCC(=O)NNC(=O)CCC(=O)NCc1ccccc1	-0.1	-9	3	-1	-22	15	14	4	-15
c1ccc(CCNc2nc3ccccc3n3nnnc23)cc1	2.6	-8	-23	2	-8	-6	42	-53	-5
COc1cc2sc(-c3ccc(S(C)(=O)=O)cc3)c(C(=O)NCCCCO)c2cc1OC	0.2	-1	0	0	-3	2	1	14	-7
COc1ccc(OC)c(NC(=O)c2cc(-c3cc(C)c(C)cc3O)n[nH]2)c1	4.5	-11	-21	10	-8	-24	1	.	27
CCN(CC)S(=O)(=O)c1ccc2c(c1)c(=O)c(C(=O)NCc1ccco1)cn2C	1.2	-3	5	-2	14	11	10	9	-8
CCOC(=O)c1c(NC(=O)COC(=O)CCCOc2ccc(OC)cc2)sc(C(=O)N(C)C)c1C	.	5	.	.	11	.	.	-31	8
COc1ccc(S(=O)(=O)N2CCC(C(=O)NCc3ccc(C)cc3)CC2)cc1	1.1	3	17	-2	12	7	-19	9	66*
CCn1c(=O)c(C(=O)CN2CCN(S(=O)(=O)c3cc(C)ccc3C)CC2)c(N)n(Cc2ccccc2)c1=O	0.1	14	17	0	15	4	35	16	2
COc1ccc(/C=N/NC(=O)c2cc(C3CC3)[nH]n2)cc1OC	-1.7	-6	9	1	-4	-14	-28	-3	-8
O=C(NCc1ccco1)c1ccc(CNc2c(N3CCCCC3)c(=O)c2=O)cc1	-0.2	0	2	-2	3	-8	14	7	-5
O=C(C[C@H]1C/C=C\C[C@H](Cc2ccc(F)cc2)C(=O)O[C@@H](c2ccccc2)CNC1=O)N[C@H](CO)Cc1ccccc1	1.1	-3	0	28	1	2	6	3	-1
COc1cc(/C=N\NC(=O)c2ccc(-c3ccccc3)cc2)cc(OC)c1OC(C)=O	4.7	-6	12	3	4	-21	-15	1	2
CCN1CCN(C(=S)c2ccc(OC)cc2)CC1	-1.1	-4	10	-3	2	11	5	3	6
O=C(c1ccccc1)N1N=C(c2ccccc2)CC1c1cccs1 (stereo unspecified)	1.1	7	-4	-2	8	-14	26	10	-16
COc1ccc([C@H]2CC(=O)C=C(c3ccc4c(c3)OCCO4)C2)cc1	3.3	4	-25	-1	3	-3	-16	-23	9
Oc1ccc(/C=N/NC(=S)Nc2cccnc2)c(O)c1	1.8	19	-57	4	7	-174	6	-3	7
O=C(CSC1=NCCN1)NC1CCCCCC1	-1.1	-3	8	-3	-3	-36	-40	5	-8
COc1cc2c(cc1OC)CN(C(=O)/C=C/c1cc(OC)c(OC)c(OC)c1)CC2	0.0	0	-7	0	-6	9	19	.	5
Cc1cccc(C(=O)NCC(=O)N2CCC2)c1	-0.8	-14	-14	1	-1	3	-7	5	-11
COc1ccccc1C(=O)NCCC(=O)N1CCN(S(=O)(=O)c2ccccc2C(F)(F)F)CC1	2.2	-9	8	1	-1	-20	20	-1	-2
Cc1ccc(NC(=S)Nc2ccc(OC(F)F)c(Cl)c2)cc1Cl	.	6	.	.	17	.	.	56*	39
O=C(c1ccc(Cl)cc1Cl)c1ncc(C(F)(F)F)cc1Cl	0.7	10	0	1	2	5	-9	3	2
Cc1ccc(CC2S/C(=N/c3ccccn3)NC2=O)cc1 (stereo unspecified)	-0.4	4	-13	-4	13	16	48	5	-6
COc1ccc(OCc2cc(C(=O)N3CCN(CC(=O)N(C)C)CC3)no2)c(Cl)c1	0.2	-1	-10	1	2	-10	-11	11	1
CC1CCN(C(=O)COC(=O)CCc2c[nH]c3ccccc23)CC1	-1.6	-10	8	-2	6	1	8	2	-6

Not a hit list; any-hit rate near 5%.
